TNAP activators = stimulation of alkaline phosphatase TNAP activity – biochemical, luminescent, no phosphate acceptor, uHTS, primary screen (AID 1001). 0.03% of 200,000 active. purified TNAP, luminescent activation assay, no phosphate acceptor; higher activation fold means a stronger effect. one-dose activation fold at 20 µM; EC50 in µM for titrated hits; in the data active = activation fold from about 3, or a potency from the dose series; inactive = the rest, 99 in 100 with activation fold below about 1.6; note: many of its hits are not listed in these tables
NTR1 ag = NTR1-driven beta-arrestin-GFP spot formation – imaging, U2OS cells, high content, primary screen (AID 493036). agonist mode. activation, % at 20 µM. 0.17% of 330,000 active;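 active = activation at or above 40% of the spot to cytoplasm intensity ratio, with at least 20 cells analyzed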;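 note: 0% = DMSO without peptide and 100% = 100 nM NTR1 peptide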
Target sequence (P30989 whole entry, looked up): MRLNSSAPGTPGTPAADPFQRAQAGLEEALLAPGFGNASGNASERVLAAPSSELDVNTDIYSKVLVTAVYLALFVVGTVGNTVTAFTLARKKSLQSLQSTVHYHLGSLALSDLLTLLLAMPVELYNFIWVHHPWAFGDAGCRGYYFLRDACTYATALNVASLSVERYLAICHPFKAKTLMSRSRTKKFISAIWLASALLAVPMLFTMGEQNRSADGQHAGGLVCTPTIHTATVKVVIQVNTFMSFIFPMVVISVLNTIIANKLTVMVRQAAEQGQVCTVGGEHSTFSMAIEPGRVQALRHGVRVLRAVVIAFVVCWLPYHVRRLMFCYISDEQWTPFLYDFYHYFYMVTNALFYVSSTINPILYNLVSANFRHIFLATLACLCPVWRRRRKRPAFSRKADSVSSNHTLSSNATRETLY
NOD1 NF-kB reporter = inhibition of NOD1-driven NF-kB reporter – cell-based, luminescence, uHTS, primary screen (AID 1578) | inhibition, % at 4 µM; hits with a dose series show EC50 in µM | 1% of 290,000 active | NOD1-driven NF-kB luciferase reporter cells, luminescence; higher % means a stronger effect; in the data active = inhibition mostly above about 36%, no sharp cut-off; inactive = mostly below about 34%;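 note: HEK-293T reporter cells stimulated with the NOD1 agonist gamma-tri-DAP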
NOD2 inhibition = inhibition of NOD2-driven NF-kB reporter – cell-based, luminescence, uHTS, HEK293 (AID 1566); HEK293 NOD2/NF-kB luciferase reporter, luminescence; higher % means a stronger effect; 0.63% of 290,000 active; inhibition, % at 4 µM, or EC50 in µM where a hit was titrated; note: many of its hits are not listed in these tables
Yfh1-off respiration = mitochondrial function rescue without frataxin homolog – Friedreich's ataxia, plus single-dose screen, dose response (AID 1465). S. cerevisiae Yfh1-off respiration, WST-1 reduction, 72 h; higher fold induction means a stronger effect. fold induction at 50 µM, or EC50 in µM where a hit was titrated. 0.074% of 220,000 active;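 active = fold induction of absorbance versus untreated yeast above a set limit, then at least 30% activation at any dose in follow-up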;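 note: activators that raise dye reduction in frataxin-depleted yeast; strong numbers were not always called active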
GPR55 activation = GPR55 agonists via beta-arrestin recruitment, primary screen, imaging, U2OS cells, beta-arrestin-GFP redistribution (AID 1961); U2OS GPR55 beta-arrestin-GFP redistribution imaging; higher % means a stronger effect; one-dose activation, % at 10 µM; EC50 in µM for titrated hits; 0.048% of 290,000 active;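 active = activation above 40% with more than 50 cells counted in the well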;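 note: U2OS osteosarcoma cells stably expressing GPR55 and beta-arrestin-GFP; plate controls were DMSO negative control for no effect and LPI positive control for full effect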
KOR beta-arrestin-1 = KOR antagonists, beta-arrestin recruitment, cell-based, luminescence, uHTS (AID 1778); KOR beta-arrestin recruitment, luminescence, antagonist mode; higher % means a stronger effect; one-dose inhibition, % at 10 µM; IC50 in µM for titrated hits; 0.091% of 290,000 active; note: strong numbers were not always called active
CSM14.1 death rescue = rescue of cells from ER stress-induced death, primary screen, 384-well, CSM14.1, thapsigargin, ATP luminescence (AID 1222). one-dose cellular ATP content (survival), % at 20 µM; EC50 in µM for titrated hits. 190,000 tested, under 10 active. CSM14.1 thapsigargin-induced death rescue, ATP luminescence; higher % means a stronger effect;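 active = EC50 below 50 µM in the dose-response confirmation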;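 note: death triggered by thapsigargin at about 15 µM added after 2 h compound pretreatment; cell ATP read after overnight thapsigargin exposure of roughly 18 to 22 hours; normalized against plate controls of thapsigargin alone and 5% DMSO vehicle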
KOR beta-arrestin-2 = kappa opioid receptor activators – cell-based, luminescence, uHTS, primary screen (AID 1777) | KOR beta-arrestin recruitment, luminescence; higher % means a stronger effect | activation, % at 10 µM, or EC50 in µM where a hit was titrated | 0.02% of 280,000 active; in the data active = activation above about 50%, passing the limit was not always enough; note: a part of the inactive calls stands beside numbers as strong as those of hits
NTR1 ag cell count 20 µM = recorded beside NTR1 ag, whose call it bears; cell count; measured here: cell count, cytotoxicity flag
* hit, by the source's call; i = inactive; · = not tested or not shown; [ ] = another dose, or the depositor's remark. Cut-off read from the data, not from the text of the source, unless noted: active = inhibition above about 50%; inactive = the rest.

SMILES	TNAP activators	NTR1 ag	NTR1 ag cell count 20 µM	NOD1 NF-kB reporter	NOD2 inhibition	Yfh1-off respiration	GPR55 activation	KOR beta-arrestin-1	CSM14.1 death rescue	KOR beta-arrestin-2
Cc1ccc(S(=O)(=O)N2CCN(S(=O)(=O)c3ccccc3)C2c2ccc(N(C)C)cc2)cc1 (configuration not stated)	1	-0.9	82	8%	-4%	i	0.5%	-36%	-2.4%	0.5%
Cc1cccc(NC(=O)Nc2cccc(C#N)c2)n1	1.1	4.3	55	-17%	-56%	i	-0.1%	-23%	-2.6%	1.6%
Cc1ccc(/C=N/NC(=O)c2nnn(-c3nonc3N)c2-c2ccccc2)o1	·	1.0	67	-19%	27%	·	0.3%	11%	·	6.4%
Cc1ccccc1NC(=O)C1CCCN(S(=O)(=O)c2ccc(-n3cnnn3)cc2)C1 (configuration not stated)	·	2.3	54	-4%	11%	·	-0.2%	-10%	·	-1.8%
CC(Cc1ccccc1)NC(=S)CN1CCCC1=S (configuration not stated)	·	-0.2	52	-1%	17%	i	0.3%	-1%	·	-1.6%
CC(/C=C1\SC(=S)N(CCC(=O)Nc2cccc(C(=O)O)c2)C1=O)=C\c1ccccc1	·	0.2	57	1%	2%	·	-0.2%	-22%	·	-1.4%
C[C@@H]1C=CC(=O)O[C@@H]1c1ccc(Cl)cc1	·	1.4	54	34%	-64%	·	0.6%	-51%[20 µM]	·	-5.9%
CCn1cc(Br)c(C(=O)Nc2ccc(F)c(Cl)c2)n1	1.1	-0.1	72	-60%	-40%	i	-0.2%	0%	-0.8%	-2.9%
O=C(CSc1nnc(COc2ccc(Cl)cc2)o1)N1c2ccccc2CCc2ccccc21	1.1	2.6	41	-14%	24%	i	-0.1%	2%	-0.1%	6.7%
O=C(O)c1ccc(N2C(=O)CSC2c2cccc([N+](=O)[O-])c2)cc1 (configuration not stated)	1.2	2.7	38	-22%	-10%	i	0.1%	17%	-11%	-5.5%
COc1ccc(NC(=O)CN2CCN(CC(=O)Nc3ccccc3F)CC2)cc1OC	1.2	2.9	42	-18%	2%	i	-0.1%	-31%	0.4%	3.1%
COc1ccc2nc(N3C(=O)/C(=C/c4ccc(Cl)cc4)NC3=S)sc2c1	1.6	·	·	14%	-61%	i	11%	-25%	-1.4%	2.6%
O=C(c1cccc2c1-c1ccccc1/C2=N/O)N1CCCCC1	1.1	0.9	63	67%*	20%	i	-0.2%	22%	8.3%	5.6%
CCOC(=O)c1cn2nc(Oc3cccc(F)c3)ccc2n1	·	-0.1	49	-9%	-10%	i	-0.2%	11%	·	5.0%
COc1cccc(S(=O)(=O)NCc2ccc(C(=O)N3CCN(C)CC3)cc2)c1	·	0.7	55	-22%	2%	·	0.0%	3%	·	-4.0%
CC(=O)Nc1cccc(C(=O)NCCc2ccco2)c1	·	3.2	45	-40%	34%	·	0.2%	-46%	·	-6.0%
COc1ccccc1C/C(N)=N/O	1.1	1.2	45	21%	-6%	i	-0.3%	25%	-0.3%	3.6%
NC(=O)C1CCN(C(=O)C2CCN(S(=O)(=O)c3ccccc3)CC2)CC1	0.9	0.5	59	-22%	5%	i	-0.1%	-23%	-0.1%	-3.3%
CC(=O)Nc1ccc(S(=O)(=O)N(C)c2ccc(OCC(=O)OCC(=O)NCc3ccco3)cc2)cc1	·	3.7	51	2%	-11%	i	0.0%	5%	·	-2.0%
O=C(O/N=C/c1ccc(Cl)cc1)C1CCCCC1	·	-0.8	115	-4%	2%	·	-0.1%	-11%	·	-3.0%
CCc1nnc(SCc2ccc(C(=O)OC)o2)n1N	1.1	-1.3	38	17%	0%	i	0.3%	34%	-3.2%	-2.3%
CCn1c(SCC(=O)NNC(=O)c2ccc(C)cc2)nnc1C(C)C	·	-1.3	40	-19%	8%	·	0.3%	-15%	·	-1.1%
CCOc1cc(C(=O)N(C)Cc2cc3ccccc3[nH]c2=O)cc(OCC)c1OCC	1.1	1.0	51	0%	11%	i	-0.1%	16%	-1.4%	-2.8%
CSc1ncc(CN2CCN(C3CCCC3)C(CCO)C2)cn1 (configuration not stated)	1.1	-0.7	66	-15%	14%	i	0.1%	-8%	1.0%	4.0%

Gathered by group, the entries above with a COOH group.
SMILES	TNAP activators	NTR1 ag	NTR1 ag cell count 20 µM	NOD1 NF-kB reporter	NOD2 inhibition	Yfh1-off respiration	GPR55 activation	KOR beta-arrestin-1	CSM14.1 death rescue	KOR beta-arrestin-2
CC(/C=C1\SC(=S)N(CCC(=O)Nc2cccc(C(=O)O)c2)C1=O)=C\c1ccccc1	·	0.2	57	1%	2%	·	-0.2%	-22%	·	-1.4%
O=C(O)c1ccc(N2C(=O)CSC2c2cccc([N+](=O)[O-])c2)cc1 (configuration not stated)	1.2	2.7	38	-22%	-10%	i	0.1%	17%	-11%	-5.5%

Random excerpt: six compounds from above, in no set order.
SMILES	TNAP activators	NTR1 ag	NTR1 ag cell count 20 µM	NOD1 NF-kB reporter	NOD2 inhibition	Yfh1-off respiration	GPR55 activation	KOR beta-arrestin-1	CSM14.1 death rescue	KOR beta-arrestin-2
CCOC(=O)c1cn2nc(Oc3cccc(F)c3)ccc2n1	·	-0.1	49	-9%	-10%	i	-0.2%	11%	·	5.0%
CCn1c(SCC(=O)NNC(=O)c2ccc(C)cc2)nnc1C(C)C	·	-1.3	40	-19%	8%	·	0.3%	-15%	·	-1.1%
CC(=O)Nc1ccc(S(=O)(=O)N(C)c2ccc(OCC(=O)OCC(=O)NCc3ccco3)cc2)cc1	·	3.7	51	2%	-11%	i	0.0%	5%	·	-2.0%
COc1cccc(S(=O)(=O)NCc2ccc(C(=O)N3CCN(C)CC3)cc2)c1	·	0.7	55	-22%	2%	·	0.0%	3%	·	-4.0%
CSc1ncc(CN2CCN(C3CCCC3)C(CCO)C2)cn1 (configuration not stated)	1.1	-0.7	66	-15%	14%	i	0.1%	-8%	1.0%	4.0%
COc1ccccc1C/C(N)=N/O	1.1	1.2	45	21%	-6%	i	-0.3%	25%	-0.3%	3.6%

(further entries)
SMILES	TNAP activators	NTR1 ag	NTR1 ag cell count 20 µM	NOD1 NF-kB reporter	NOD2 inhibition	Yfh1-off respiration	GPR55 activation	KOR beta-arrestin-1	CSM14.1 death rescue	KOR beta-arrestin-2
Cc1nn(-c2cc(Cl)ccc2Cl)c(C)c1C(=O)O	1	-0.5	41	-16%	22%	i	-0.1%	-28%	-0.7%	-1.2%
O=C(NCCc1nc2ccccc2[nH]1)/C(=C/c1ccco1)NC(=O)c1ccc(Br)cc1	1.1	-0.3	65	-18%	5%	i	-0.2%	16%	0.2%	-3.5%
CCOC(=O)C(NS(=O)(=O)c1ccc(C)cc1)(C(F)(F)F)P(=O)(OCC(C)C)OCC(C)C (configuration not stated)	1	1.1	62	-3%	-14%	i	-0.2%	25%	0.4%	2.1%
CCc1ccc(CNC(=O)CN2C(=O)COc3ccccc32)cc1	1.1	1.4	46	·	-9%	i	0.0%	4%	-2.1%	1.0%
S=C(NCc1ccc(Cl)cc1)NCc1ccccn1	1.3	0.5	26	-14%	16%	i	-0.1%	-20%[20 µM]	0.1%	-5.5%
COc1ccc(OCC(=O)N/N=C(\C)CC(=O)Nc2ccc(OC)cc2[N+](=O)[O-])cc1	1.1	-0.4	44	-23%	6%	i	0.0%	-10%	3.7%	-5.2%
Cc1ccc(Nc2nc(N)c([N+](=O)[O-])c(N3CCCC(C)C3)n2)cc1C (configuration not stated)	1	38	58	24%	10%	i	-0.2%	5%	8.4%	9.2%
Cc1cccc(CCNS(=O)(=O)c2cnc[nH]2)c1	1	0.1	67	-20%	1%	i	0.2%	26%	1.0%	1.7%
O=C(NCCN1CCOCC1)C1CC(=O)N(c2ccc(F)cc2)C1 (configuration not stated)	·	-1.2	45	-3%	8%	·	-0.2%	0%	·	-2.4%
CCC(CC)COC(=O)C(C#N)c1nc2ccccc2nc1N1CCOCC1 (configuration not stated)	1	5.1	78	18%	13%	i	-0.1%	6%	0.1%	-1.3%
Cc1cc(C)c2sc(N(CCN(C)C)C(=O)c3c(F)cccc3F)nc2c1	1	1.3	64	-26%	12%	i	-0.6%	1%	-0.7%	0.1%
CC(NC(=O)c1cccs1)c1nnc(SCc2ccc(Cl)cc2Cl)n1C (configuration not stated)	1.1	-1.2	75	-47%	9%	i	-0.2%	20%	0.7%	1.7%
CN1CCN(CC(=O)Nc2ccccc2Oc2ccccc2)CC1	·	4.3	48	-14%	16%	i	0.4%	-33%	·	0.4%
COc1ccc(NC(=O)C2CC(c3ccc(Cl)cc3)=NO2)cc1OC (configuration not stated)	·	1.8	64	-8%	14%	·	-0.1%	-42%[20 µM]	·	-4.2%
Cc1cccc(N2C(=O)CC(N3CCC(c4nc5ccccc5[nH]4)CC3)C2=O)c1 (configuration not stated)	1.2	-0.1	72	-1%	-1%	i	-0.2%	-2%	-1.1%	-7.6%
C=CC[n+]1c(-c2ccc(C)cc2)csc1Nc1c(C)n(C)n(-c2ccccc2)c1=O	1.1	0.4	53	8%	30%	i	0.3%	34%	3.9%	-7.4%
Cc1ccc(S(=O)(=O)/N=C(/Nc2ccc([N+](=O)[O-])cc2)c2ccccc2)cc1	·	5.6	46	-8%	10%	·	-0.2%	-37%	·	-0.7%
O=C(c1ccccc1Cl)N1CCN(c2ccccn2)CC1	1.1	-2.4	64	·	6%	·	0.2%	24%	-1.9%	-1.7%
CCOC(=O)Cc1nnc(Nc2cccc(C)c2)c2ccccc12	1.1	-0.2	74	-14%	6%	i	0.0%	14%	-1.5%	-1.3%
Cn1nc(-c2ccc(Cl)cc2)c2cc(C(=O)N3CCN(C(=O)c4ccco4)CC3)sc21	0.9	5.9	60	0%	15%	i	-0.1%	-42%	-0.5%	15%
O=C(CN1C(=O)S/C(=C\c2ccccc2Cl)C1=O)NCCCn1ccnc1	·	-0.2	60	-9%	0%	·	-0.1%	-37%	·	-0.3%
COC(=O)Cc1c(C)c2ccc(OCC(=O)N(C)C3CCS(=O)(=O)C3)cc2oc1=O (configuration not stated)	·	1.7	59	-4%	10%	·	-0.1%	-7%	·	1.6%
O=C(CCN1CCN(c2ccccc2)CC1)N/N=C/c1ccc(O)c(O)c1O	1	·	·	8%	1%	i	-0.1%	-19%[20 µM]	0.3%	-1.4%
OCCC1CN(C/C(Cl)=C/c2ccccc2)CCN1C1CCCC1 (configuration not stated)	1.1	-0.1	91	-31%	8%	i	0.3%	-9%	-0.3%	-2.3%
N#Cc1nnn(-c2cc(Cl)cc(Cl)c2)c1N	·	0.8	43	4%	-4%	i	-0.2%	16%	·	3.2%
CC(C)OC(=O)c1ccc(COC(=O)CNC(=O)c2ccco2)cc1	·	0.5	48	-19%	-1%	·	-0.2%	-9%	·	-2.6%
Cc1ccc(C(=O)N/C(=C\c2ccc(-c3ccccc3[N+](=O)[O-])o2)C(=O)NCCCN2CCOCC2)cc1	·	-1.1	52	-13%	38%	·	-0.1%	18%	·	-5.4%
CCOC(=O)C1CCN(Cc2nc3ccc(Cl)cc3n2CCO)CC1	1.2	-2.0	88	9%	10%	i	0.0%	1%	-0.4%	0.6%

High-throughput results as filed in PubChem.

An excerpt. The share of hits here may be higher or lower than overall.
